Source: PubChem (several laboratories)
FAS TE block: FAS thioesterase domain inhibitors, primary screen, biochemical, fluorescence intensity, uHTS | Fatty acid synthase (Homo sapiens), P49327 | inhibition, % at 15 µM | recombinant FAS-TE, OMFH fluorogenic substrate, fluorescence endpoint | hit rate 0.67% among 360,000;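 active = compounds whose normalised, plate-corrected inhibition of enzyme fluorescence in the single-dose primary screen is 50% or more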;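 also: 0% = DMSO with enzyme and 100% = substrate without enzyme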
Neddyl block: inhibitors of cullin neddylation, primary screen, biochemical, TR-FRET, uHTS, NAE and Ubc12. AID 651699, 2012. calls only at 25 µM. hit rate 0.58% among 360,000; in the data active = inhibition above about 36%
CendR NRP1 mod: modulators of CendR peptide binding to NRP-1, primary screen, biochemical, fluorescence polarization, uHTS; Neuropilin-1 (Homo sapiens), O14786; FAM-RPARPAR peptide binding to NRP-1; inhibition, % at 25 µM; hit rate 0.85% among 360,000;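 active = inhibition or corrected inhibition above about 18%, plus a signal ratio from 0.5 to 1.5, limit read from the data, passing the limit was not always enough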; also: strong numbers were not always called active
Target sequence (O14786 whole entry, looked up): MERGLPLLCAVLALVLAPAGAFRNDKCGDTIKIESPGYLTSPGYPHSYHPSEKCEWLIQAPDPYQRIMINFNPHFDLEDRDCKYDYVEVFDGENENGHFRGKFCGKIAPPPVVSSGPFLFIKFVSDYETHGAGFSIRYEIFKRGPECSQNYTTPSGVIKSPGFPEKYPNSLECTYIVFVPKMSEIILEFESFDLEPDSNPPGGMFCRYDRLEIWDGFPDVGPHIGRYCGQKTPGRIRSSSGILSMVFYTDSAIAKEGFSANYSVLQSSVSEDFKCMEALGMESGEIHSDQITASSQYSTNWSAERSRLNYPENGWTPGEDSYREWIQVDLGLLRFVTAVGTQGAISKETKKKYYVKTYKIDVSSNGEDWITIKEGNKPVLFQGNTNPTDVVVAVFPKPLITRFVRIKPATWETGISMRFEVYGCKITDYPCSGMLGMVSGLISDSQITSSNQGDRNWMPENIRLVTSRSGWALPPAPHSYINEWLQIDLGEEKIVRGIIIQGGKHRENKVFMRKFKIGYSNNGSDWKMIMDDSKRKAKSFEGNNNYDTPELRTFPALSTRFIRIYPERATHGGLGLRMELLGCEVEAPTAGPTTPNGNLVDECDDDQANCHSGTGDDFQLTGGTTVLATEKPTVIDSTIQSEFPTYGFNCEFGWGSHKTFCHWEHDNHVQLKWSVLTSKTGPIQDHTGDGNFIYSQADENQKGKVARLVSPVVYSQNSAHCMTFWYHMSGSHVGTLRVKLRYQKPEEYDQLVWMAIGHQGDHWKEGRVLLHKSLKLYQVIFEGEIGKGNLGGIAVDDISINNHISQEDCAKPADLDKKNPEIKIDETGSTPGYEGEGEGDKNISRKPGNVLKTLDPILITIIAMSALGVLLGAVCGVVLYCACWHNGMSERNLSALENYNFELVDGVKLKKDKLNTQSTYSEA
Rin1 Abl inh: inhibitors of Rin1-Abl protein binding, primary screen, biochemical, TR-FRET. inhibition, % at 7.35 µM. hit rate 0.4% among 360,000. AID 588664, 2011; in the data active = inhibition above about 5%, passing the limit was not always enough
SKN-1 block: suppressors of acrylamide-induced Pgst-4::GFP reporter in worms, primary screen, SKN-1 inhibitor project, whole organism, uHTS, GFP/RFP fluorescence ratio, strain VP596; hit rate 0.49% among 360,000; AID 624304, 2012; C. elegans VP596 Pgst-4::GFP/RFP ratio, 24 h; inhibition, % at 21.8 µM;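 active = interference check ratio from 0.5 to 1.5 plus GFP to RFP signal ratio inhibition reaching or exceeding a fixed threshold, cut at about 30% in these data, passing the limit was not always enough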; also: some compounds called inactive have numbers as strong as hits
MsrA act: bovine MsrA enzyme activators, primary screen, biochemical, absorbance, HTS. Methionine sulfoxide reductase A (Bos taurus). activation, % at 10.6 µM. hit rate 0.3% among 360,000. purified bovine MsrA, absorbance read-out; in the data active = activation above about 7.5%;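 also: 0% = vehicle and 100% = reference activator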
MsrA inh: bovine MsrA enzyme inhibitors, primary screen, biochemical, absorbance, HTS. inhibition, % at 15.5 µM. purified bovine MsrA, absorbance read-out. hit rate 0.75% among 360,000. AID 651718, 2012; in the data active = inhibition above about 4.5%;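 also: 0% = vehicle wells with enzyme and 100% = reference inhibitor wells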
MT1-MMP act inh: blockers of MT1-MMP proenzyme processing, primary screen, HT1080 RFP-PRO-GFP cells, GFP/RFP fluorescence | hit rate 0.061% among 360,000 | GFP/RFP ratio change, % at 20 µM | GFP/RFP ratio fluorescence, overnight; percent of plate control window, DMSO zero;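 active = GFP/RFP ratio change of at least 30% with cell ATP level not reduced by more than half and red fluorescence within 50% of control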; also: strong numbers were not always called active
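Assay system – RFP-PRO-GFP reporter HT1080 cells · Compound dosing – single dose of 20 µM compound, 1% DMSO final · Incubation – overnight compound exposure at 37 °C · Measure – GFP/RFP fluorescence ratio · Benchmarks – DMSO wells and RFP-L50D-GFP cells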
eLon inh: inhibitors of E. coli Lon protease, primary screen, biochemical, fluorescence polarization; P0A9M0; purified E. coli Lon protease; inhibition, % at 7.94 µM; hit rate 0.42% among 360,000; AID 602123, 2011; in the data active = inhibition above about 13%, passing the limit was not always enough;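 also: 0% = enzyme with probe and DMSO and 100% = no enzyme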
The depositor's hits bear a star; i = inactive; x = not tested or not shown.

No.	molecule	Rin1 Abl inh	FAS TE block	MsrA act	MsrA inh	CendR NRP1 mod	Neddyl block	eLon inh	MT1-MMP act inh	SKN-1 block
1	Cc1cccc(C(=O)NCCNC(=O)c2cnccn2)c1	2	-7	-3	-1.0	9	i	9	3	7
2	Cc1nnc(SCC(N)=O)n1CC1CCCO1 (centres undefined)	1	-6	-2	-0.2	8	i	4	5	-14
3	CCCCNC(=O)C1(C)CCN1C(=O)c1cc(-c2ccccc2)cs1 (centres undefined)	-3	-1	-2	-0.1	2	i	-4	2	-3
4	CC1(C)C2CCC(C2)C1(C)NC(=O)CN1CCOCC1 (centres undefined)	1	-2	-3	-1.0	-3	i	-3	-8	-3
5	O=C(Cc1c(C(=O)O)[nH]c2ccccc12)NCCN1CCN(c2ccccc2F)CC1	-3	-4	-3	0.2	-17	i	-3	3	8
6	CCOC(=O)CCCCCC(=O)Nc1ccc2c(c1)C(=O)N([C@H](C)CO)C[C@H](C)[C@H](CN(C)C(=O)C1CCCCC1)OCCCC[C@@H](C)O2	3	1	4	-1.8	-1	i	-2	-2	-15
7	CC(C(=O)Nc1ccccc1)N1CCN(C(=O)c2ccco2)CC1 (centres undefined)	1	-3	-7	-0.5	9	i	-6	-1	-20
8	CC(=O)Nc1ccc(-c2nnc(SCC(=O)c3ccc4c(c3)Cc3ccccc3-4)n2C)cc1	0	-15	-2	x	-6	i	-7	3	-10
9	COc1cc(C(=O)NC(C)c2ccc3ccccc3c2)cc(Cl)c1O (centres undefined)	-2	-2	-3	2.1	7	i	-7	-1	9
10	Cc1ccc(C)c(N2CCN(C(=O)CCS(=O)(=O)c3ccc4c(c3)oc(=O)n4C)CC2)c1	2	8	-1	-1.8	0	i	-6	1	6
11	Cc1ccc(N2C(=O)CC(Nc3cccc4ccccc34)C2=O)cc1 (centres undefined)	0	-1	-2	-0.7	1	i	-5	-4	-3
12	CC(C(=O)N1CCN(c2ccc(Cl)cc2)CC1)c1ncc(C(F)(F)F)cc1Cl (centres undefined)	2	11	-12	-0.3	47*	i	6	x	5
13	CCOC(=O)c1ccc(NC(=O)C2CC(=O)N=C(N)S2)cc1 (centres undefined)	3	-7	-16	-0.6	-4	i	-10	3	-4
14	CN(CCCNC(=O)CCC(=O)N1CCOc2ccccc21)Cc1ccccc1	3	-3	-1	-0.4	-6	i	0	2	2
15	COc1ccc(NC(=O)NCc2ccco2)c(OC)c1	3	-9	-2	-1.6	3	i	-1	3	8
16	Cc1oc(-c2ccc(Cl)cc2)nc1CS(=O)CC(=O)NCCCN(C)C1CCCCC1 (centres undefined)	-4	-5	-8	-1.0	-2	i	-3	-1	-17
17	Cc1cccc(NC(=O)c2ccc(Cl)c(S(=O)(=O)N3CCc4ccccc43)c2)n1	3	36	-1	1.1	-12	i	-8	-8	-1
18	CC1CCCCN1CCNC(=O)C1CCCN(c2ncnc3c2nc2n3CCCCC2)C1 (centres undefined)	-2	-1	-3	1.3	5	i	3	1	4
19	c1ccc(OCCOCCOc2ccccc2)cc1	2	6	-4	2.1	13	i	3	-2	21
20	Fc1ccc(C2=CC(c3cccs3)n3nnnc3N2)cc1 (centres undefined)	0	3	-3	0.9	17	i	3	-57	7
21	O=C(c1ccc(S(=O)(=O)Nc2ccc(F)cc2)cc1)N1CCN(c2ccccn2)CC1	3	-2	-2	0.7	-17	i	1	-3	6
22	COc1ccc(C(=O)C[n+]2cccc(Br)c2)cc1	-4	-7	4	-0.1	-4	i	-4	0	5
23	Cc1cc(C)c(C#N)c(SCc2ccccc2C)n1	-2	18	-10	0.4	-3	i	5	3	11
24	O=C(CCN1C(=O)/C(=C/c2ccccc2F)SC1=S)NCCc1ccc(O)cc1	-1	8	-2	0.1	-1	i	1	4	5
25	CCCSc1nnc(NC(=O)Nc2ccc(C)cc2)s1	-2	0	-3	-1.1	-7	i	4	-1	-12
26	CC(=O)NCc1cccc(CNC(C)=O)n1	-1	-10	1	-1.8	-4	i	-2	5	-3
27	O=C1CC2(CCN(C(=O)c3c(F)cccc3F)CC2)Oc2ccccc21	1	-5	0	0.2	-9	i	3	-2	12
28	COc1ccc(-c2csc(NC(=O)c3ccccc3F)c2C(=O)O)cc1	1	-2	0	3.0	-4	i	9	3	3
29	Cc1nn(C)c(C)c1/C=N/O	5	-6	1	0.9	0	i	2	3	-12
30	C/C(CC(=O)Nc1ccc(N(C)C)cc1)=N\NC(=O)c1ccccn1	-1	-3	-4	0.4	0	i	-6	1	1

Along the list, from the results shown:
Entries 6–9 in SKN-1 block, in turn: -15, -20, -10, 9
Entries 6–9 in CendR NRP1 mod, in turn: -1, 9, -6, 7

Complete entries from above. Screens in order: Rin1 Abl inh, FAS TE block, MsrA act, MsrA inh, CendR NRP1 mod, Neddyl block, eLon inh, MT1-MMP act inh, SKN-1 block
`O=C(CCN1C(=O)/C(=C/c2ccccc2F)SC1=S)NCCc1ccc(O)cc1` is listed with -1, 8, -2, 0.1, -1, i, 1, 4, 5
`Cc1cccc(C(=O)NCCNC(=O)c2cnccn2)c1` is listed with 2, -7, -3, -1.0, 9, i, 9, 3, 7

Compounds listed so far with a furan ring, fused or not (two):
No.	molecule	Rin1 Abl inh	FAS TE block	MsrA act	MsrA inh	CendR NRP1 mod	Neddyl block	eLon inh	MT1-MMP act inh	SKN-1 block
7	CC(C(=O)Nc1ccccc1)N1CCN(C(=O)c2ccco2)CC1 (centres undefined)	1	-3	-7	-0.5	9	i	-6	-1	-20
15	COc1ccc(NC(=O)NCc2ccco2)c(OC)c1	3	-9	-2	-1.6	3	i	-1	3	8

Following part
No.	molecule	Rin1 Abl inh	FAS TE block	MsrA act	MsrA inh	CendR NRP1 mod	Neddyl block	eLon inh	MT1-MMP act inh	SKN-1 block
31	CN(C)C(=O)CCc1nc(-c2ccc(C(C)(C)C)cc2)no1	-3	-1	-6	-0.7	2	i	-4	6	-20
32	COC(=O)c1sc(OC)cc1OCc1ccc(C)cc1	-4	-4	-2	0.1	3	i	-3	1	3
33	COc1cc([N+](=O)[O-])ccc1NC(=O)NCCCN1CCCC1=O	-2	0	1	2.2	7	i	-8	-1	-8
34	Cc1ccc(NC(=O)c2ncn(CC(=O)NCc3ccc4c(c3)OCO4)n2)cc1C	-1	-8	-7	0.9	-6	i	-15	3	-4
35	CC1Nc2nc(NC(=O)C(C)(C)C)[nH]c(=O)c2N(C)C1C (centres undefined)	-2	-9	0	1.1	4	i	-18	-1	5
36	O=C(NCC(=O)N1CCN(S(=O)(=O)c2cccs2)CC1)c1ccc(Cl)cc1	0	-8	7	-0.2	5	i	1	-5	6
37	Cc1cc(/C=C2/C(=O)NN(c3ccccc3)C2=O)c(C)n1-c1cccc(O)c1	2	-5	-12	2.8	-4	i	3	2	0
38	Cc1cccc(C(=O)N/C(=C\c2ccco2)C(=O)N2CCCCCC2)c1	0	-5	-1	1.1	12	i	0	-2	18
39	N#Cc1cc2c(=O)n3ccccc3nc2n(CCCN2CCOCC2)c1=O	2	0	-2	0.9	-7	x	4	4	16
40	CCCCn1nnnc1C(c1cc2ccccc2o1)N1CCN(CC(=O)NC(C)C)CC1 (centres undefined)	x	-9	-6	1.2	19	i	-3	3	-7
41	CN(C)CCCOC(=O)c1ccc(Cl)cc1Cl	3	-9	-3	-1.1	-11	i	-15	1	-13
42	C(=N\Nc1nc2ccccc2s1)/c1ccc2c(c1)OCO2	-3	-2	-3	2.4	-13	i	3	-5	-6
43	CCOc1ccc(N2C(=O)C(C)CNC2=S)cc1 (centres undefined)	5	-2	-7	0.9	7	i	9	0	6
44	Cc1cc(N2CCCCC2)ccc1[N+](=O)[O-]	0	8	-1	2.4	-7	i	-1	2	-10
45	COc1ccc2c(C)cc(=O)[nH]c2c1	-1	2	-2	2.9	-2	i	-1	0	-3
46	O=C(c1ccccc1)n1ccc(-c2cnc(-c3ccccc3)s2)n1	-2	36	-8	1.8	5	x	-2	0	31
47	COc1ccc(C)cc1NC(=O)CNc1ccccc1CN(C)C1CCCCC1	0	16	1	-0.7	0	i	5	1	-5
48	Cc1ccnc(NS(=O)(=O)c2cccs2)c1	0	-8	-2	-1.1	-21	i	0	1	-3
49	COc1ccc(Br)cc1CN(C)C(=O)Cc1ccc(S(=O)(=O)N2CCOCC2)s1	2	7	-3	-2.0	-7	i	0	-1	12
50	CC(C)(C)C(C(=O)NCc1ccccc1)N1CCN(CCN2CCOCC2)CC1 (centres undefined)	x	x	x	0.7	-5	i	x	x	11
51	O=C(Cc1ccccc1)n1nc(-c2ccccc2)nc1NCc1ccco1	-1	18	-4	-0.2	-14	i	-2	1	-2
52	O=C(c1ccc([N+](=O)[O-])cc1)N1CCc2ccccc2C1	-2	-1	-4	-1.8	7	i	-10	3	2

Random excerpt: two entries already listed
No.	molecule	Rin1 Abl inh	FAS TE block	MsrA act	MsrA inh	CendR NRP1 mod	Neddyl block	eLon inh	MT1-MMP act inh	SKN-1 block
8	CC(=O)Nc1ccc(-c2nnc(SCC(=O)c3ccc4c(c3)Cc3ccccc3-4)n2C)cc1	0	-15	-2	x	-6	i	-7	3	-10
31	CN(C)C(=O)CCc1nc(-c2ccc(C(C)(C)C)cc2)no1	-3	-1	-6	-0.7	2	i	-4	6	-20
